Bioassay records as filed in PubChem.
OX1R antag-1 = antagonists of human orexin 1 receptor (OX1R) | Orexin/Hypocretin receptor type 1 (Homo sapiens), O43613 | OX1R-expressing cells, FRET antagonist read-out | inhibition, % at 6.6 µM | actives 1.8% (n = 330,000) | AID 485270, 2010; in the data active means inhibition mostly above about 38%, no sharp cut-off; inactive means mostly below about 40%;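 further: 0% = agonist challenge alone and 100% = reference antagonist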
Target sequence (O43613 whole entry, looked up): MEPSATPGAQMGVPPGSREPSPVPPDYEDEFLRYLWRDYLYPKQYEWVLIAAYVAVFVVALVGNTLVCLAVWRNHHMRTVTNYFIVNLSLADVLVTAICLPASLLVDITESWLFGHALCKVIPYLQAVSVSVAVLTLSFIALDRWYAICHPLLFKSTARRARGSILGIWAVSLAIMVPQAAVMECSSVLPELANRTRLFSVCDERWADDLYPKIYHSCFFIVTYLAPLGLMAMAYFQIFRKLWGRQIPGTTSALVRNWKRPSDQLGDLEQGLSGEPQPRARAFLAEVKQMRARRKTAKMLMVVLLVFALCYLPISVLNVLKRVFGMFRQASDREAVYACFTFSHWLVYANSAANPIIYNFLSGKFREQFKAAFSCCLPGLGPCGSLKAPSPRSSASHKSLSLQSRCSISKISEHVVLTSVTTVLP
OX1R antag-2 = OX1R (HCRTR1) antagonists, primary screen, fluorescence, CHO/OX1R cells, Fluo-8 calcium, orexin A; Orexin/Hypocretin receptor type 1 (Homo sapiens), O43613; Fluo-8 calcium fluorescence; inhibition, % at 5 µM; actives 0.43% (n = 330,000); AID 434989, 2010;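 active means inhibition above its plate's threshold, mean inhibition of all tested compounds on the plate plus 3 SD, cut at about 37% in these data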;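 further: 0% = orexin A challenge wells and 100% = SB-334867-A antagonist wells; not every result past the cut was called active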
Starred values were filed as active, the others as inactive.

Start of the data: the first 2 records, to show the layout:
SMILES	OX1R antag-2	OX1R antag-1
Cc1sc2ncn(CC(=O)NCc3ccccc3)c(=O)c2c1C	-17	3
COc1ccc(-n2cc(C(=O)O)c(=O)cc2C)cc1	3	10

Main list, from the first entry:
SMILES	OX1R antag-2	OX1R antag-1
Cc1sc2ncn(CC(=O)NCc3ccccc3)c(=O)c2c1C	-17	3
COc1ccc(-n2cc(C(=O)O)c(=O)cc2C)cc1	3	10
Cc1cccc(-[n+]2c(C)cc(C)c3c(=O)[nH]c(=O)[nH]c32)c1	-6	16
COc1cc(OC)cc(C(=O)NCC(=O)N2CCC(C)CC2)c1	-6	8
COc1ccc(S(=O)(=O)N2CCCCC2C(=O)O)cc1 (centres undefined)	1	15
Cc1cc(N2CCOCC2)nc(SCC(=O)c2ccccc2)n1	-14	2
CCN1C(=O)[C@@H]2[C@@H](c3ccc(-c4ccc(C(C)=O)cc4)cc3)N3CCCC[C@@]3(C(=O)OC)[C@@H]2C1=O	-38	42
O=C(c1ccc(OC2CCN(C/C=C/c3ccccc3)CC2)cc1)N1CCCC1	-12	13
CCOP(=O)(OCC)C(Nc1ccccn1)c1ccc(F)cc1 (centres undefined)	-5	23
CCC1Oc2ccc(C)cc2N(CC(=O)NCc2ccco2)C1=O (centres undefined)	-22	1
C/C(=N\NC(=S)Nc1ccccc1C)c1ccc(O)cc1	-9	19
COc1ccc(OC)c(S(=O)(=O)Nc2ccc3c(c2)N(C(C)=O)CCC3)c1	-18	3
COc1cccc(NC(=O)CSCc2n[nH]c(=O)[nH]2)c1	-11	5
Cc1cc(C(=O)COC(=O)C2=NNC(=O)CC2)c(C)n1-c1ccc(OC(F)F)cc1	-17	23
O=C(NCCC1=CCCCC1)C1CCN(S(=O)(=O)c2ccc(Br)s2)CC1	-38	9
O=C(NC(=S)NNC(=O)c1ccccc1O)c1ccc(F)cc1	0	16
C=CCn1c(C)nnc1SCC(=O)c1[nH]c(C)c(C(C)=O)c1C	-18	12
O=C(CN(C(=O)c1csnn1)c1cccc2c1CCCC2)NCc1ccccc1	-17	5
NC(=O)CSc1nnc(-c2ccc(S(=O)(=O)N3CCOCC3)cc2)n1Cc1ccccc1	-15	11
CCCN1CCN(C(=O)c2cccc3c2C(=O)N(CCOC)C3)CC1	-14	9
Cc1ccc(C(C(=O)NC(C)(C)C)N(C(=O)c2csnn2)c2ccccc2F)o1 (centres undefined)	-24	10
CS(=O)(=O)N1CCc2cc(-c3csc(NC(=O)Cc4cccs4)n3)ccc21	0	17
COc1ccc(C2C(C(N)=O)=C(C)Nc3nc(-c4ccccc4Cl)nn32)c(OC)c1 (centres undefined)	-7	7
C/C(=N\NC(=O)c1cc(Br)ccc1O)c1cccc(NC(=O)c2ccccc2F)c1	-15	59*
CCCC(O)(CCC)C(=O)NNc1ccccc1	-20	14
CCN(CC)S(=O)(=O)c1ccc2nc(CSc3nnnn3-c3ccc(O)cc3)[nH]c2c1	-5	8
C[C@H](CO)N1C[C@H](C)[C@@H](CN(C)C(=O)NC2CCCCC2)Oc2c(NC(=O)Cc3ccccc3)cccc2C1=O	-4	14
CC(=O)NC1C(=O)SC1(C)C (centres undefined)	0	22
COc1cc(/C=C/C(=O)OCC(=O)NCCN2C(=O)CSC2=O)ccc1OC(F)F	-7	14
COc1cc(C(=S)N2CCN(c3ccccc3Cl)CC2)cc(O)c1O	-17	6
COC(=O)[C@@]1(Cc2ccc(F)cc2)[C@H]2c3cc(C(=O)N4CCCC4)n(CCc4ccc(O)c(O)c4)c3C[C@H]2CN1C(=O)c1ccccc1	-9	30
CCc1ccc(NC(=O)c2ccc(NC(=O)C3CCCO3)cc2)cc1 (centres undefined)	-24	18
O=C(c1ccc(Cl)cc1)c1cn[nH]c1-c1ccccc1O	-7	12
CC(C)N(C(=O)CSc1nnc(Cn2nnc3ccccc32)n1C)C(C)C	-5	6
O=C(NCCN1CCC(Cc2ccccc2)CC1)C1CCN(S(=O)(=O)N2CCC3(CC2)OCCO3)CC1	-16	20
Cc1ccc2c(c1)N(C(=O)CCC(=O)NCCCN1CCN(C)CC1)CCO2	-13	0
COc1ccc(S(=O)(=O)Nc2ccc(S(=O)(=O)Nc3ccc(F)cc3)cc2)cc1C	5	31
COc1ccc(C(=O)NCc2ccc(S(N)(=O)=O)cc2)cc1[N+](=O)[O-]	-11	10
COc1ccc(-c2cc(-c3nnc(COC(=O)C4CC4C)o3)c3ccccc3n2)cc1OC (centres undefined)	-25	20
O=C(N/C=N/OCc1ccc(Cl)cc1Cl)NOCc1c(Cl)cccc1Cl	-5	21
CC(=O)c1c(C)[nH]c(C(=O)CSc2nnc(CN3CCCCCC3=O)n2-c2ccccn2)c1C	0	10
Cc1ccsc1C(=O)N1CCN(c2ncccn2)CC1	-9	0
COC(=O)CN1C(=S)N(c2ccc(F)cc2)C(=O)C1CC(=O)Nc1ccc(OC)cc1 (centres undefined)	-28	7
CCN1C(=S)N[C@@H](CCc2ccccc2)[C@H](C(=O)OC)[C@H]1C	-9	26
N#C/C(=C/c1ccc(CNS(=O)(=O)c2ccccc2)o1)C(=O)NCc1ccccc1	-2	10
COc1cccc(CNc2ccc(Br)cn2)c1O	-15	17
COc1ccc(Cc2nnc(SCC(=O)N3CCN(c4ccccc4)CC3)o2)cc1	21	5
CCOC(=O)C1=C(O)CSC1=Nc1ccccc1	-21	20
COc1ccc(-n2nnc3c(SCC(=O)c4ccccc4)ncnc32)cc1	-16	8
CCOc1ccc(NC(=O)c2c[nH]n3c(=O)cc(C4CCN(C(=O)OC(C)(C)C)CC4)nc23)cc1	-10	5
O=C1OCCC1S(=O)(=O)c1ccc2ccccc2c1 (centres undefined)	-8	6
CCN(CC)CCn1c(NC(=O)c2ccc(C(F)(F)F)cc2)nc2ccccc21	-28	13
Cc1ccc(N(CC(=O)O)S(C)(=O)=O)cc1	-7	9
Cc1ccc(N2C(=O)c3cccc4c(N5CCN(C)CC5)ccc(c34)C2=O)c2cccnc12	2	1
CCOC(=O)c1ccc2[nH]c(C)cc(=O)c2c1	2	21
N=c1ccn(Cc2ccc(F)cc2)cc1	-19	35
CC1CCCC(NC(=O)COc2ncnc3ccccc23)C1C (centres undefined)	-5	4
CC(=O)c1ccc(OCCCC(=O)n2nnc3ccccc32)cc1	10	14
CCOC(=O)CC(NC(=O)c1ccccc1)c1ccc(OC)cc1 (centres undefined)	-18	15
NCCCC[C@H](NC(=O)C1CCNCC1)c1nnc([C@@H](N)CO)o1	-20	10

4 entries from above in another layout:
> O=C(NCCN1CCC(Cc2ccccc2)CC1)C1CCN(S(=O)(=O)N2CCC3(CC2)OCCO3)CC1
  OX1R antag-2 = -16; OX1R antag-1 = 20

> Cc1ccc2c(c1)N(C(=O)CCC(=O)NCCCN1CCN(C)CC1)CCO2
  OX1R antag-2 = -13; OX1R antag-1 = 0

> COc1ccc(S(=O)(=O)Nc2ccc(S(=O)(=O)Nc3ccc(F)cc3)cc2)cc1C
  OX1R antag-2 = 5; OX1R antag-1 = 31

> COc1ccc(C(=O)NCc2ccc(S(N)(=O)=O)cc2)cc1[N+](=O)[O-]
  OX1R antag-2 = -11; OX1R antag-1 = 10

Continued:
SMILES	OX1R antag-2	OX1R antag-1
CCCCc1ccc(NC(=O)CSc2nc(=O)n(CCCN3CCOCC3)c3c2CCC3)cc1	-24	17
C=CCn1c(N)nc2ccccc21	-12	16
CCOc1ccc(-n2c(SCc3cc(=O)oc4cc(C)c(C(C)C)cc34)nnc2-c2cccnc2)cc1	4	44
NC(=O)CSCc1nc2ccccc2s1	-8	9
CCC(=O)c1cn(CC(=O)Nc2ccc(C)cc2)c2ccccc12	-20	24
Cc1cnc(C(=O)OCc2cc(=O)n3c(C)cccc3n2)cn1	13	25
CCOC(=O)n1c(=O)oc2ccc(Cl)cc21	0	14
CCN1CCN(C(=O)c2ccc3c(c2)N(Cc2ccc(F)cc2)C(=O)c2ccccc2S3=O)CC1 (centres undefined)	-24	3
COc1ccc(NC(=O)c2cccc(S(=O)(=O)NCc3ccccc3)c2)cc1S(N)(=O)=O	-1	6
CC1(C)CSC(=NCCc2ccccc2)N1C(=O)c1ccc(C#N)cc1	-12	14
CCOC(=O)C(C(=O)OCC)C(Nc1ccc(Br)cc1)c1ccccc1 (centres undefined)	0	16
CN(CC1CCCO1)S(=O)(=O)c1ccc(C(=O)NCc2ccccc2)cc1 (centres undefined)	-2	8
Nc1nc(-c2ccccc2)[nH]c(=O)c1N	10	25
COc1ccc(-c2c(NC(=O)c3ccco3)oc3ccccc3c2=O)cc1OC	-18	9
N#C/C(=C\c1ccc(OC(=O)c2cccs2)cc1)c1nc2ccccc2[nH]1	2	12
O=C(OCC(=O)N1CCCCC1)c1c[nH]c2ccccc12	5	3
CC1CCCC(C)N1C(=O)CCN1C(=O)C2C3C=CC(C3)C2C1=O (centres undefined)	0	12
COc1ccc(N2CCN(C(=O)c3ccccc3F)CC2)c([N+](=O)[O-])c1	-24	7
C=CCn1c(SCC(=O)Nc2cc(C)cc(C)c2)nnc1-c1cnccn1	-27	17
COc1ccc(/C=C/C(=O)NCCCN2CCCCCC2)cc1	-26	4
Cc1cc(NC(=O)c2c([N+](=O)[O-])c(C)nn2C)no1	-11	20
Cc1c(C(=O)Nc2ccc(S(=O)(=O)N(C)C3CCN(C)CC3)cc2)oc2ccccc12	-7	5
CCN(C(=O)C1CCN(c2nc(-c3ccc(OC)cc3)no2)CC1)c1ccc(OC)cc1	-3	19
Cc1ccccc1C(=O)NCCCc1ccccc1	-10	8
Cc1nc2ccccc2n1CC(=O)N/N=C/c1cccs1	-4	6
COc1ccc(C(=O)CC2OC(=O)c3ccccc32)cc1OC (centres undefined)	-23	16
CC(=O)N/C(=C\c1ccc(F)cc1)C(=O)OC(C)C	2	24
O=C(Nc1ccc(S(=O)(=O)NC2CCCC2)cc1)c1cnccn1	4	10
CCC(=O)c1ccc(OCC(O)CN2CCc3ccccc3C2)cc1 (centres undefined)	-23	20
Cc1nn(-c2ccc(N3CCOCC3)nn2)c(C)c1CCC(=O)NCc1ccccc1F	-13	12
CCCCN(CCCC)C(=O)CN(C)S(=O)(=O)c1ccc2c(c1)n(C)c(=O)c(=O)n2C	-5	7
CN(C)c1ccc(NC(=O)CSc2n[nH]c(-c3ccco3)n2)cc1	-17	19
Cc1nn(Cc2ccc(C(=O)n3cccn3)o2)c(C)c1Br	-40	23
CCn1c(=O)cc(OCC(=O)N(C)c2ccccc2F)c2ccccc21	-14	20
O=C(CN1C(=O)c2ccccc2S1(=O)=O)c1ccccc1F	-15	23
O=C1OC[C@H]2CCCN2C(=O)[C@@H](CC(=O)N(CCO)Cc2ccccc2)C/C=C\CC[C@H]1Cc1ccc(F)cc1	-19	6
O=C(CCCc1ccccc1)Nc1ccnn1C1CCN(Cc2ccc(Cl)cc2)CC1	-31	8
CCOc1ccc(C(CC(=O)O)NC(=O)C2c3ccccc3Oc3ccccc32)cc1 (centres undefined)	0	19
Cc1ccc(-c2noc(CCC(=O)NCCCN3CCN(c4cccc(Cl)c4)CC3)n2)cc1	52*	3
S=c1nc(-c2csc3c2CCCC3)[nH][nH]1	-23	17
OC1(C#CCN2CCCC2)c2ccccc2-c2ccccc21	-21	5
O=C(CSc1ccc2c(c1)OCCO2)NCc1ccccc1	5	13
C/C(=N\NC(=O)c1ccccc1)C1C2C=CC(C2)C1(C)C (centres undefined)	9	6
CCCCC1=CC2=CC(=O)C(C)(OC(=O)CC)C(=O)C2=CN1C1CCCCC1 (centres undefined)	-25	20
COc1ccc(Cl)cc1C(=O)N/N=C/c1ccc(N2CCOCC2)cc1	-7	32
COc1ccc(Cl)cc1NC(=O)CSc1nnc(COc2ccccc2)n1N	-17	31
COc1ccccc1N1CCN(C(=O)c2cccc(N3C(=O)NC4CC3(C)Oc3c(OC)cccc34)c2)CC1 (centres undefined)	-26	23
COC(=O)C1CCN(C(=O)Cc2ccc(C)cc2)CC1	-12	10
Cc1cc(C)n2nc(SCCCC(=O)c3ccc(F)cc3)nc2n1	-7	11
COc1ccc(C(=O)NCc2nnc(SCC(=O)N3CCc4ccccc43)o2)cc1OC	-17	7
Cc1ccc(C(=O)N2CCC(C(=O)Nc3cccc([N+](=O)[O-])c3)CC2)cc1	-4	33
CC(C)NC(=O)c1onc(CSc2ccccc2)c1C(=O)O	-16	40
COc1cccc(N2CCN(C3OC(=O)c4ccccc43)CC2)c1 (centres undefined)	-6	10
C=CCc1cc(/C=C2/NC(=O)NC2=O)cc(OCC)c1O	-20	13
COc1ccc2nc(Nc3nc4cc5c(cc4s3)OCCO5)sc2c1	-3	40
Cc1ccc(C(C)C)c(O)c1	16	17
COc1ccc2cnn(-c3ccc(C)cc3)c(=O)c2c1OC	-13	18
CC(=O)c1ccc(N2CCN(C(=S)Nc3cccc(F)c3)CC2)cc1	16	18
COc1ccc2nc(C)[nH]c(=O)c2c1	-18	20
COCCn1c(=NC(=O)c2ccc(S(=O)(=O)N3CCc4ccccc4C3)cc2)sc2cc(S(N)(=O)=O)ccc21	-4	17
O=C(/C=C/c1ccccc1)NCCS(=O)(=O)N1CCN(c2ccccc2)CC1	-34	7
CCN(CC)S(=O)(=O)c1ccc(C(=O)NCC(c2cccs2)N2CCOCC2)cc1 (centres undefined)	0	6
